Screens deposited in PubChem BioAssay by several laboratories.
EBV gp42 inh – EBV gp42 inhibition. Q1HVG2. Fluorescence polarization binding assay, mP read-out. inhibition, % (tested at 21.74 µM). actives 0.42% (n = 220,000). AID 1085; in the data active = inhibition above about 50%
Target sequence (Q1HVG2 whole entry, looked up): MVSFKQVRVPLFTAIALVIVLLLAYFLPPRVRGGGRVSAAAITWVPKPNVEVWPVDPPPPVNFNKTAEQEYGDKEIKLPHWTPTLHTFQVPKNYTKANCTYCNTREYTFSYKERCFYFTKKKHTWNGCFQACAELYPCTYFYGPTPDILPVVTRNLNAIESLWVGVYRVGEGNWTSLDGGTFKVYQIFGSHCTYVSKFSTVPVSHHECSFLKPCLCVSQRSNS
Cl transport mod – modulates chloride dependent transport by human KCC2. Q9H2X9. KCC2 cells, thallium flux FluoZin-2 fluorescence. B-score of Tl+ flux slope (higher = more flux/activation; lower = inhibition) at 10 µM. actives 2.2% (n = 190,000);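 active = thallium flux slope and its plate-corrected score both differing from the plate sample mean at a set confidence after two filtering rounds, in either direction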;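 also: slope of fluorescence scaled to starting intensity during 10 to 20 s after thallium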
thrombin 1536 – thrombin (human) inhibition; P00734; alpha-thrombin, Boc-VPR-AMC fluorogenic substrate cleavage; inhibition, % at 5 µM; actives 0.26% (n = 220,000); AID 1046;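 active = inhibition at or above 40%; inactive = inhibition below 40%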;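 also: 0% = enzyme with no compound and 100% = wells without enzyme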
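System: Human alpha-thrombin protein | Medium: pH 7.5 Tris (50 mM) with NaCl 150 mM, Tween 20 0.05% | Times: Enzyme reaction carried out at room temperature | Detection: AMC fluorescence, 355/460 nm | Evaluation: Percent inhibition scaled between no-compound controls and no-enzyme blanks | Benchmarks: Enzyme without compound as high, wells lacking enzyme as low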
Furin inh – human furin inhibition; purified furin, fluorogenic substrate cleavage; inhibition, % at 30 µM; actives 0.061% (n = 220,000); P09958; AID 463115; in the data active = inhibition above about 25%; also: inactives centre near -15
Rad51 HR inh – blocks human Rad51 in homologous recombination | Q06609 | hRad51 DNA strand exchange, fluorescence dequenching | AID 1385 | actives 0.085% (n = 200,000) | inhibition, % at 10 µM;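 active = inhibition above 40% at the single screening dose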;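 also: 0% = DMSO control wells and 100% = blanks with heterologous ssDNA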
Target sequence (Q06609 whole entry, looked up): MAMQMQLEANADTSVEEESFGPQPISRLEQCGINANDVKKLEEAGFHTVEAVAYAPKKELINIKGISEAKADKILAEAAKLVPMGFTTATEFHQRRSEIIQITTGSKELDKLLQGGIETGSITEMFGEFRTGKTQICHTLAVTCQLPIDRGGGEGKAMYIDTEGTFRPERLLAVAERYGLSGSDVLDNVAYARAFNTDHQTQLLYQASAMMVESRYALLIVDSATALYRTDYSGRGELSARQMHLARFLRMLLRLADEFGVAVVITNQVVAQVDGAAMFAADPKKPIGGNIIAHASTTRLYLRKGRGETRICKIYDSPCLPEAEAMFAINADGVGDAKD
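Test system – preformed human Rad51 ssDNA filaments · Reagent – Donor/quencher-labelled 47-bp dsDNA substrate · Incubation – 37 °C 15-min filament assembly, 30-min compound preincubation, 15-min exchange · Signal – FRET fluorescence dequenching, excitation 485 nm, emission 520 nm · Read-out – percent inhibition from fluorescence, normalised to plate control and blank means · Benchmarks – plate control and blank wells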
eIF4E-4G inh – blocks eIF4E binding to eIF4G; P63073+Q04637; TR-FRET eIF4E-eIF4GI(517-606) binding, 2 h; inhibition, % at 21.7 µM; actives 0.37% (n = 220,000);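 also: 0% = full FRET control wells and 100% = background wells lacking eIF4GI fragment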
14-3-3 Bad inh – disrupts binding of bovine 14-3-3 zeta to phospho-Bad peptide | P63103 | actives 0.71% (n = 220,000) | inhibition, % at 21.7 µM | TR-FRET 14-3-3zeta/Dy647-pBad peptide displacement, 1 h | AID 781;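 active = inhibition above about 70%, limit read from the data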;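 also: 0% = full 14-3-3 plus peptide FRET controls and 100% = background without 14-3-3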
Target sequence (P63103 whole entry, looked up): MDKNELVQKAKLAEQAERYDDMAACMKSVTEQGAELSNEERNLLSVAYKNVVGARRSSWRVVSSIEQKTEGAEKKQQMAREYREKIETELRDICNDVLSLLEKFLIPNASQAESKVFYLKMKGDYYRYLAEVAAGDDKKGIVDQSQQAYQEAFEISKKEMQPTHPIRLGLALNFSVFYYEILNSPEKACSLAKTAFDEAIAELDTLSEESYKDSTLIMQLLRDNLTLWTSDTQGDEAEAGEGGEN
NCF1 inh – p47phox (human) inhibition | inhibition, % at 24.7 µM | P14598 | actives 0.53% (n = 220,000) | p47phox/p22phox peptide binding, fluorescence polarization, 2 h;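 also: 0% = p47phox with labelled peptide and 100% = labelled peptide alone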
KLK5 inh – kallikrein 5 (human) inhibition | recombinant hK5, fluorogenic AMC substrate cleavage | inhibition, % at 5 µM | actives 0.59% (n = 210,000) | AID 873;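 active = inhibition of 40% or more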;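 also: 0% = enzyme controls without compound and 100% = no-enzyme blanks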
Target sequence (Q9Y337 67-293 limits assumed): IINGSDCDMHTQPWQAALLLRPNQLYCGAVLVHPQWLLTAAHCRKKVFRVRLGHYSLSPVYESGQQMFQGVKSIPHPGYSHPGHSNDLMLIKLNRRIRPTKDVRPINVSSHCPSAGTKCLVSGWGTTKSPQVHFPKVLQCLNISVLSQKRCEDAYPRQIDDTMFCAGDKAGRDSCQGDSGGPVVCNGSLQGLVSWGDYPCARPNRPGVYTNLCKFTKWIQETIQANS
Active calls of the source: *; x = not tested or not shown; [ ] = dose if it differs, or a comment.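 The calls were made as follows, unless noted: active = inhibition above about 30% (limit read from the data); inactive = the rest.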

SMILES | EBV gp42 inh | Cl transport mod | thrombin 1536 | Furin inh | Rad51 HR inh | eIF4E-4G inh | 14-3-3 Bad inh | NCF1 inh | KLK5 inh
N#CCCN(Cc1cccnc1)S(=O)(=O)c1ccc(S(=O)(=O)N2CCCCCC2)cc1 | -5 | 0.038 | -5 | -27 | 9 | 2 | -21 | -1 | 1
COc1cccc(-c2nnc(NC(=O)C(C)C)o2)c1 | 2 | x | 1 | -31 | -5 | -8 | 4 | -6 | -10
O=C(Nc1ccc2c(c1)OCO2)C1CCCN1C(=O)NCc1ccccc1 (stereo not drawn) | -16 | 0.25 | -2 | -26 | -3 | 2[fluorescence artefact?] | -21 | 2 | -18
COc1ccc(CCn2c3c(c(=O)[nH]c2=O)C(NC(=O)c2cccs2)(C(F)(F)F)C(=O)N3)cc1OC (stereo not drawn) | -8 | 0.33 | -1 | -12[20 µM] | -6 | 3 | 0[fluorescence artefact?] | -5 | -2
O=C(N/N=C/c1ccc2cccnc2c1)c1nc2ccccc2c(=O)[nH]1 | -8 | 0.34 | -9 | 3 | 6 | 11 | 31 | -3 | -15
COc1cccc(NC(=O)CSc2nnc(-c3ccoc3C)n2CC2CCCO2)c1 (stereo not drawn) | -5 | -0.87 | 5 | -3[20 µM] | 1 | 10 | -8 | -2 | -9
O=C1CC(NCc2ccccc2F)C(=O)N1c1ccccc1 (stereo not drawn) | -17 | 0.14 | -3 | -18 | -5 | 0 | 2 | -6 | 1
CC(Oc1ccccc1)C(=O)Nc1ccccc1O (stereo not drawn) | -22 | 0.015 | -3 | -5[20 µM] | 1 | 2 | 4[fluorescence artefact?] | -12 | -12
OC1CCCN(C(=S)Nc2ccc(SC(F)F)cc2)C1 (stereo not drawn) | 1 | -0.05 | -9 | -9 | -2 | -3 | 13[fluorescence artefact?] | -2 | 6
Cc1c(Cl)c(-c2n[nH]c(=S)n2Cc2ccco2)nn1C | -24 | 0.43 | -2 | -21[20 µM] | 2 | 4[fluorescence artefact?] | 32 | -25 | -13
CSc1scc2c1-c1nc(SCC(=O)C(C)(C)C)ncc1CC2 | 4 | -0.86 | -11 | -7 | -11 | -1 | -8 | -13 | 26
O=C(CSc1ncn(-c2ccccc2)n1)Nc1ccc2c(c1)OCO2 | -24 | -0.37 | 2 | -16 | -1 | 3 | 11[fluorescence artefact?] | -7 | 5
Cc1nc2nc(-c3ccccc3)cn2nc1C | -16 | 0.58 | -13 | -39 | -2 | 10 | 1 | -5 | -17
CCOC(=O)c1sc2nccc(N(C)C)c2c1N=CNOC | 8 | 0.027 | 0 | -22[20 µM] | -5 | -6 | -6 | -5 | -27
COCCCN1C(=O)c2ccc(C(=O)Nc3ccccc3OC)cc2C1=O | -14 | -0.0078 | -4 | -14[20 µM] | 3 | 0 | 0 | -5 | 7
Cc1ccc(NC(=O)CCCc2ccccc2)nc1 | 0 | -1.4 | -2 | -29 | -2 | 1 | -3 | 2 | 2
CN1C(=O)/C(=C/c2cc(N=Nc3ccccc3)ccc2O)SC1=S | 4 | x | 3 | -16 | 3 | 2 | 7 | -21 | -7
COC(=O)[C@H](CCSC)NC(=O)Nc1cccc(Br)c1 | -6 | 0.44 | -7 | -19 | -7 | -2 | -4 | -8 | -9
O=c1cc(/C=C/c2ccccc2)oc2c1ccc1ccccc12 | -2 | -0.11 | -6 | 0 | 23 | -3 | 9 | -5 | -5
C=C1CCC(C)C(C)(CCC2=CCOC2=O)C/C=C\C=C/1C(=O)O (stereo not drawn) | -5 | 0.6 | -2 | -5 | 0 | -18 | 2 | -13 | -2
N#CC1=C(N)OC2=C(C(=O)CCC2)[C@]12C(=O)N(CC(N)=O)c1ccccc12 | -15 | -2.4 | 6 | -18 | 6 | 0 | 2 | -18 | -15
CC1(C)C(=O)NCCN1C(=O)CC1C(=O)NCCN1CC(c1ccccc1)c1ccccc1 (stereo not drawn) | 6 | 0.038 | -14 | -24 | 10 | 0 | -13 | 2 | -4
CN(C)/C=C/C(=O)c1ccc(-n2cccc2)cc1 | 2 | 0.2 | -8 | 1 | -29 | 3 | -8 | 0 | 0
NC(=O)C1CCCN(C(=O)Nc2cccc3ccccc23)C1 (stereo not drawn) | -10 | 0.84 | 0 | -13[20 µM] | 3 | 8[fluorescence artefact?] | 2 | 4 | 4
CCOC(=O)N1CCN(C(=O)CSCc2ccc(C)cc2)CC1 | -5 | x | -3 | -11 | -2 | 4 | -3 | -7 | -16
CSc1nc(-c2ccccc2)nn1S(=O)(=O)c1ccccc1 | 1 | -1.1 | 4 | -14[20 µM] | -11 | 2[fluorescence artefact?] | 51[fluorescence artefact?] | 0 | -11
O=C(CCSc1nc2cc(Cl)ccc2o1)N1CCOCC1 | -16 | 0.39 | 2 | -24 | 6 | -9 | -12 | -12 | 2
Cc1ccc2c(c1)C(=NC1CCCCC1)c1cc3ccccc3nc1-2 | -5 | 0.094 | -3 | 12 | 5 | 6 | 2[fluorescence artefact?] | -31 | -6
Nc1nc(-c2ccc(Cl)cc2)c(N=Nc2ccc(S(=O)(=O)N3CCOCC3)cc2)s1 | -1 | -0.0046 | -3 | 5 | 12 | 0 | 24 | -54 | -9
Cc1nc(C)c(C(=O)NNS(=O)(=O)c2ccc3ccccc3c2)s1 | 3 | 0.65 | -8 | -16 | 8 | 4 | -8[fluorescence artefact?] | -15 | -14
S=c1[nH]nc(-c2ccco2)n1/N=C/c1ccccn1 | -12 | 0.9 | 5 | -18 | -76 | 8 | -12 | -15 | 0
COC(=O)CSc1nc(N2CCOCC2)c2c(c1C#N)CC(C)(C)N(C)C2 | -4 | -0.23 | 3 | -2[20 µM] | -7 | -1 | 37 | -8 | -6
COc1cc(S(=O)(=O)N2CCN=C2c2ccccc2)ccc1F | -1 | -0.38 | 3 | -7[20 µM] | 6 | 3 | 6 | -7 | -3
CC1CCCC(C)N1C(=O)c1ccccc1Nc1ccc(SC(F)F)cc1 (stereo not drawn) | -24 | 1.5 | 2 | -2 | 6 | -12 | -10 | -2 | -9
CCC(C)N=CC1=C(O)CC(c2ccccc2)CC1=O (stereo not drawn) | -18 | 1.7 | 3 | -4[20 µM] | -3 | -6 | 11 | -9 | -6
O=C(CS(=O)(=O)c1ccccc1)Nc1ccc(S(=O)(=O)Nc2ncccn2)cc1 | -9 | -0.066 | -10 | -29 | -3 | -6 | -2 | -4 | -6
CC(NC(=O)Cc1cccs1)c1ccncc1 (stereo not drawn) | 10 | 0.11 | 10 | -13[20 µM] | 1 | 2 | 6 | -14 | -5
O=C(Cn1c(=O)n(Cc2ccco2)c(=O)c2c3c(sc21)CCCC3)Nc1ccccc1 | 7 | -0.31 | 5 | -1[20 µM] | x | -19 | -3 | -35 | -18
COc1ccc(N=C2SC(C(=O)N3CCN(c4ccc([N+](=O)[O-])cc4)CC3)CC(=O)N2C)cc1 (stereo not drawn) | -2 | -0.1 | 7 | -12 | -91 | -2 | -8 | 3 | -1
COc1cc(C)c(NC(c2ccccc2)c2ccccc2)cc1OC | 11 | -1.5 | -3 | 1 | 20 | 10 | -13 | -3 | -12
O=C(/C=C/c1ccc([N+](=O)[O-])cc1)N1CCN(c2ccccc2F)CC1 | 2 | -0.097 | -1 | -20 | x | 2 | 5[fluorescence artefact?] | 2 | -17
COC(=O)c1ccccc1NC(=O)C1CC(=O)N(c2ccc(C)cc2)C1 (stereo not drawn) | -10 | -0.42 | -9 | -19[20 µM] | 0 | 7 | -8 | -5 | -2
N#C/C(=C\c1ccc(N2CCOCC2)cc1)c1ccccc1 | -1 | -1.3 | -6 | 1 | 3 | -5 | -7 | -6 | -5
COc1ccc(CN(C(C)=O)c2cccc(C)c2C)cc1 | -8 | 0.099 | 4 | -16[20 µM] | 4 | -5[fluorescence artefact?] | 6[fluorescence artefact?] | -10 | -9
COCCCNC(=S)NCCc1ccc(F)cc1 | -4 | -0.71 | -7 | -14 | 5 | -2 | -2 | -1 | -12
CCn1cc(Br)c(C(=O)Nc2ccccc2C(=O)OC)n1 | -3 | 0.14 | -7 | -22 | 4 | 0 | 3 | -56 | -4
C/C(=N\S(=O)(=O)c1ccc(C)cc1)N1CCCCC1 | -7 | 0.099 | 4 | -12 | 12 | 3 | -12 | -1 | 0
O=C(CSc1nc2ccccc2o1)N1c2ccccc2Sc2ccc(Cl)cc21 | -5 | -0.099 | -1 | -7[20 µM] | -2 | 1 | 7 | -31 | -1
O=C1c2ccccc2C(=O)N1/N=C/c1ccc(O)c(O)c1O | 6 | -0.49 | 11 | -2 | -3 | 98* | 50 | -3 | 45*
CCOC(=O)Nc1nc(-c2ccccc2)c(C(=O)c2ccccc2)s1 | -13 | -0.88 | 1 | -8[20 µM] | 5 | -59[fluorescence artefact?] | -40[fluorescence artefact?] | -12 | -21
CN(C(=O)N1CCN(S(=O)(=O)c2ccccc2)CC1)c1ccccc1 | 7 | 0.62 | 8 | -15 | 21 | 1 | -7 | 5 | -3
O=C(O)C1C2C=CC(C2)C1C(=O)N1CCN(CCO)CC1 (stereo not drawn) | -6 | x | 3 | -10 | x | 2 | 5 | -3 | -7
Cc1nc2[nH]c(=S)[nH]c2cc1Br | -31 | 0.68 | 2 | -3[20 µM] | 9 | 7 | 0 | -5 | -111
Cc1ccc2c(c1)NC(=O)C(CC(=O)NCCCN1CCCCC1)O2 (stereo not drawn) | -19 | 0.043 | -2 | -24 | -5 | 0 | 2 | -6 | -12
CN(C)c1ccc(-c2nnn(Cc3ccccc3Br)n2)cc1 | -17 | -4.3* | -7 | -22 | -2 | 0 | 0 | -3 | -3
CC1CCN(c2oc(-c3cccc4ccccc34)nc2C#N)CC1 | -16 | -0.43 | -13 | -6[20 µM] | -4 | -1[fluorescence artefact?] | 7 | -8 | -28
O=C(Nn1c(O)c(C=C2N=c3ccccc3=N2)sc1=S)c1ccccc1 | 9 | -3.5* | 8 | -11[20 µM] | 2 | 2 | -14 | -19 | -9
Cc1cccc(N2CCN(C(=O)c3cccc(N4C(=O)C5CC=CC(C)C5C4=O)c3)CC2)c1C (stereo not drawn) | 30 | 0.018 | -4 | -6[20 µM] | 1 | x | x | -10 | -4

Rewritten tab-delimited: 6 of the compounds above.
compound	EBV gp42 inh	Cl transport mod	thrombin 1536	Furin inh	Rad51 HR inh	eIF4E-4G inh	14-3-3 Bad inh	NCF1 inh	KLK5 inh
Cc1nc2[nH]c(=S)[nH]c2cc1Br	-31	0.68	2	-3[20 µM]	9	7	0	-5	-111
Cc1ccc2c(c1)NC(=O)C(CC(=O)NCCCN1CCCCC1)O2 (stereo not drawn)	-19	0.043	-2	-24	-5	0	2	-6	-12
CN(C)c1ccc(-c2nnn(Cc3ccccc3Br)n2)cc1	-17	-4.3*	-7	-22	-2	0	0	-3	-3
CC1CCN(c2oc(-c3cccc4ccccc34)nc2C#N)CC1	-16	-0.43	-13	-6[20 µM]	-4	-1[fluorescence artefact?]	7	-8	-28
O=C(Nn1c(O)c(C=C2N=c3ccccc3=N2)sc1=S)c1ccccc1	9	-3.5*	8	-11[20 µM]	2	2	-14	-19	-9
Cc1cccc(N2CCN(C(=O)c3cccc(N4C(=O)C5CC=CC(C)C5C4=O)c3)CC2)c1C (stereo not drawn)	30	0.018	-4	-6[20 µM]	1	x	x	-10	-4
